CDK5 p35 inh: inhibitors of human CDK5/p35 kinase. Q00535+Q15078. AID 488839. Recombinant CDK5/p35, ADP-Glo luminescence, 60 min. actives 0.01% (n = 330,000). inhibition, % at 10 µM;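 active = highest replicate inhibition of at least 50% and at least 75% of replicates reaching 50%; inconclusive = only one of the two criteria met; inactive = both criteria failed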;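 note: plate controls were DMSO neutral control for no effect and GW8510 at 10 µM for full effect; many of its hits are not listed in these tables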
Target sequence (Q00535 whole entry, looked up): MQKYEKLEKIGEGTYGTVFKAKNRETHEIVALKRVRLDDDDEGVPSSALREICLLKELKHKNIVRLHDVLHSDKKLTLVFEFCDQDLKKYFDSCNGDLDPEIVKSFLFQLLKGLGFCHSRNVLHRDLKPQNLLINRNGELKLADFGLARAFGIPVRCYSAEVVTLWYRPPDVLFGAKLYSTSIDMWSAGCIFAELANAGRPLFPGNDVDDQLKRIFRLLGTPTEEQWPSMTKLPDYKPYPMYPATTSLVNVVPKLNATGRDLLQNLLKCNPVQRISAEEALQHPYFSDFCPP
Target sequence (Q15078 whole entry, looked up): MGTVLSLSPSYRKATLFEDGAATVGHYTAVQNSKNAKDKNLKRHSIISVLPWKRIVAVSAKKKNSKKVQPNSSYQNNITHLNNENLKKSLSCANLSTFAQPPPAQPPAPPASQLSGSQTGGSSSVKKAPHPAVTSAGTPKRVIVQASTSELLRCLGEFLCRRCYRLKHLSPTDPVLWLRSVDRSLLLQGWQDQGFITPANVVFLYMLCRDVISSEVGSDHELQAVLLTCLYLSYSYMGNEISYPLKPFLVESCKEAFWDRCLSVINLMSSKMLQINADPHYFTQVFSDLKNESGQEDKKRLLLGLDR
PKA-R2B activ: activators of human PKA-R2B complex; P22694+P31323; PKA-R2B holoenzyme dissociation, Cy5-IP20 fluorescence polarization; R2B truncated from residue 108, S112A mutant; 0% DMSO only, 100% 113 µM cGMP; activation, % at 11.4 µM; actives 0.079% (n = 340,000); AID 504700;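 active = activation above a cutoff set at the mean over all compounds plus 3 SD, cut at about 18% in these data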;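 note: higher means more holoenzyme dissociation and a rise in polarization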
SR-BI DiI-HDL act: enhances SR-BI lipid uptake from DiI-HDL | actives 0.096% (n = 320,000) | AID 504775 | activation, % at 12.5 µM | CHO ldlA[mSR-BI] cells, DiI-HDL uptake fluorescence, 3 h; 100 = double the neutral-control signal;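 active = mean replicate activation of at least 60% and every replicate at or above 60%; inconclusive = mean or all-replicate condition met, but not both; inactive = mean below 60% and not all replicates reaching 60%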;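 note: 0% = median plate neutral-control signal and 100% = twice that signal; values of inactives mirror those of a sister screen read the other way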
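Material: SR-BI-overexpressing, LDLR-lacking CHO cells | Dosing: Single compound concentration, delivered by pin transfer | Probe or stimulus: Labelled HDL, 10 µg/mL | Signal: Bottom-read cell fluorescence after medium removal, ex 550/em 595 nm | Schedule: 3 h, 37 °C | Evaluation: HDL uptake via cellular fluorescence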
DSG3 Ab inh: human desmoglein-3 autoantibody binding inhibition | P32926 | DSG3-coupled beads, scFv-anti-DSG3-GFP binding, flow cytometry; active compounds read low | binding (percent of control), % at 10 µM | actives 0.48% (n = 310,000);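 active = binding more than 3 SD below its plate's average and above zero; inconclusive = below that plate limit but binding exactly zero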;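 note: hits lower antibody fragment binding to DSG3; some compounds called inactive have numbers as strong as hits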
MITF TRPM1 HTS: increases MITF-driven TRPM1 promoter luciferase signal; activation, % at 12.5 µM; SK-MEL-5 TRPM1-promoter luciferase, 24 h; % of positive control, neutral wells = 0; actives 0.75% (n = 300,000); AID 588334;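 active = mean activation of at least 80% with every replicate also reaching 80%; inconclusive = mean reaches 80% but some replicate falls short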;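 note: 0% = neutral control wells and 100% = parthenolide positive control wells; values of inactives mirror those of a sister screen read the other way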
SR-BI HDL uptake: blocks mouse SR-BI lipid uptake from DiI-HDL. Q61009. ldlA[mSR-BI] CHO cells, DiI-HDL uptake fluorescence, 3 h. inhibition, % at 12.5 µM. actives 0.96% (n = 320,000). AID 488896;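 active = mean replicate inhibition of at least 70% and a set share of replicates each scoring 70 or more; inconclusive = meets just one of the two criteria; inactive = fails both criteria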;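 note: 0% = median of neutral control wells and 100% = median of positive control wells; values of inactives mirror those of a sister screen read the other way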
NSD2 inh: inhibitors of human histone methyltransferase NSD2; NSD2 peptide methylation, AlphaScreen, 120 min; inhibition, % at 12.5 µM; actives 0.54% (n = 310,000); in the data active = inhibition above about 50%
PKA-R1A act: activators of PKA-R1A complex; PKA-R1A dissociation, Cy5-IP20 fluorescence polarization; scaled: DMSO 0%, 113 µM cGMP 100%; activation, % at 11.4 µM; actives 0.083% (n = 340,000); AID 504707;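 active = percent activation above the mean of all tested compounds plus 3 SD, cut at about 19% in these data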;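 note: higher means more PKAc released from R1A so a rise in polarization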
Arr AP2 block: human beta-arrestin and AP2 interaction inhibition; FITC-arrestin peptide / GST-AP2 beads, flow cytometry; AP2 beta2 appendage carries R879A mutation; inhibition, % at 10 µM; actives 0.31% (n = 340,000); AID 504490;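 active = inhibition above a set limit, near 3 SD of compounds lacking own fluorescence, cut at about 54% in these data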;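 note: plate controls were DMSO wells for no effect and 5 µM unlabelled arrestin peptide for full effect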
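System: GST-AP2 R879A glutathione beads; medium: PBS, Tween 20 0.05%, BSA 0.1%; reagent: fluorescein-tagged arrestin peptide at 50 nM final; schedule: pre-incubation 12 min, peptide binding 1 h, room temperature; detection: flow cytometry, FL1 (488/535 nm); read-out: inhibition as reduced fluorescein signal on beads, percent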
dFosB act: mouse delta FosB homodimer activation; AID 493131; activation, % at 25 µM; P13346; actives 0.99% (n = 340,000); purified delta FosB, TAMRA-CDK5 oligo fluorescence polarization; percent of positive-control signal above neutral wells;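 active = mean activation above about 17%, with every replicate also reaching it, limit read from the data, passing the limit was not always enough; inconclusive = only one of the two conditions met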;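 note: fluorescence polarization rise as delta FosB binds a TAMRA Cdk5 AP-1 oligo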
Target sequence (P13346 whole entry, looked up): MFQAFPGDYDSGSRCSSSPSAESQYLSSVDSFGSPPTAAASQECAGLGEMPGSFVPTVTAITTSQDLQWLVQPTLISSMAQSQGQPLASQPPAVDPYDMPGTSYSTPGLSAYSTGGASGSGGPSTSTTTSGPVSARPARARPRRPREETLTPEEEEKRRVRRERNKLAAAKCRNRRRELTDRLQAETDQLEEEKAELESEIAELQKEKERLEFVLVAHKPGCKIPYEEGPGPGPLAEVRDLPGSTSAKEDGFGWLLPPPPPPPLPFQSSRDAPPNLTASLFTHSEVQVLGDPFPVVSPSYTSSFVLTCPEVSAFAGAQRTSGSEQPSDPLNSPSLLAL
Mot1-301 SUMO: inhibitors of SUMOylation pathway: yeast Mot1-301 growth rescue; S. cerevisiae Mot1-301 growth rescue, ATP luminescence, 38.5C; percent above DMSO median, 100 means doubled; growth rescue, % at 18.8 µM; actives 1% (n = 320,000);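 active = every valid replicate shows activation above 250% relative to neutral control wells; inactive = the rest, any valid replicate at or below 250%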;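 note: OY570 slx delta 5 strain wells were the positive control but not used for scaling; some compounds called inactive have numbers as strong as hits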
Active calls of the source: *; u = inconclusive; x = no result given.

No.	molecule	CDK5 p35 inh	PKA-R2B activ	SR-BI DiI-HDL act	DSG3 Ab inh	MITF TRPM1 HTS	SR-BI HDL uptake	NSD2 inh	PKA-R1A act	Arr AP2 block	dFosB act	Mot1-301 SUMO
1	Cc1cc(/C=C2/C(=O)NN(c3ccccc3)C2=O)c(C)n1-c1ccc(O)cc1	3.2	-4	-40	109	-1	40	12	-10	1	-3	-11
2	O=C(CCCn1cnc([N+](=O)[O-])n1)Nc1ccc(F)c(Cl)c1	0.3	-2	2	97	5	-2	-4	-6	7	-2	2
3	Cc1cc(Cl)c(S(=O)(=O)NC(C)C)cc1OCC(N)=O	0.5	-7	27	97	-4	-27	0	10	4	2	8
4	COc1cc2c(cc1OC)C(C)N(Cc1ccc3c(c1)OCO3)CC2 (stereo not drawn)	-1.3	-3	-5	101	-4	5	x	-2	4	4	-9
5	CC(C)n1c(=S)[nH]c2cc(Cl)ccc21	-1.7	12	-23	112	-6	23	3	-3	-4	-6	-5
6	CC(C)C(C(=O)NCC1CCCO1)N(C(=O)CNS(=O)(=O)c1ccccc1)C1CCCCC1 (stereo not drawn)	-1.5	-5	x	109	x	x	-6	2	11	-4	-4
7	N#CCSc1ccsc1C(=O)Nc1ccc(F)cc1	3.4	0	-6	101	8	6	0	2	11	-15	59
8	CCN(CC(=O)Nc1c(F)cccc1F)C(=O)c1cccc(S(=O)(=O)N(C)c2ccccc2)c1	-0.3	-10	6	100	-7	-6	0	-3	-4	-9	-3
9	O=C(N/N=C\c1ccncc1)c1ccccc1O	0.1	-4	9	83	5	-9	0	-1	12	-8	2
10	CC(C)CCNC(=O)NC(=O)COC(=O)CCN=C1NS(=O)(=O)c2ccccc21	1.3	-7	17	120	6	-17	x	-15	-12	-1	3
11	Cc1cc(S(=O)(=O)N2CCCC(C)C2)ccc1-n1cnnn1 (stereo not drawn)	-1.4	0	x	92	-7	x	-6	-6	31	7	122
12	COc1cccc(N(CC(=O)NCC2CCCO2)C(=O)CNS(=O)(=O)c2ccccc2)c1 (stereo not drawn)	-2.0	-4	6	98	12	-6	-3	3	17	1	-8
13	COc1cccc(OCC(=O)N2CCCc3ccccc32)c1	0.2	6	x	x	24	x	-6	5	10	-9	-20
14	CCc1ccc(NC(=O)CSc2nc(O)cc(=O)n2C2CCCC2)cc1	-1.6	-4	-11	104	13	11	0	-13	-21	-1	-22
15	c1ccn2cc(-c3ccc4c(c3)OCO4)cc2c1	0.2	2	21	109	u	-21	-1	0	13	-9	391
16	COc1ccc(N2CC(C(=O)N(C)CC(=O)Nc3ccc(Cl)c(C(F)(F)F)c3)CC2=O)c(OC)c1 (stereo not drawn)	-0.9	-8	-13	103	3	13	0	-7	19	6	-3
17	CC(OC(=O)CCCSc1nc2ccccc2s1)C(=O)NC(N)=O (stereo not drawn)	0.1	4	37	109	-8	-37	-1	3	-7	-6	-8
18	CCN(CC)c1ccc(/C=C2\C(=O)N(c3nnc(C)c(=O)[nH]3)N=C2C)cc1	6.0	-6	-33	113	-3	33	5	-9	-6	2	2
19	COc1ccc(N2CC(C)Cn3c2nc2c3c(=O)n(CCc3ccccc3)c(=O)n2C)cc1 (stereo not drawn)	4.1	-5	-27	93	5	27	-1	-1	7	-3	x
20	CC(C)(C)C1=CC(=O)C(N2CCOCC2)=CC1=O	x	1	1	95	-6	-1	11	-6	14	-3	-15

Entries 13 to 17 of the list above:
No.	molecule	CDK5 p35 inh	PKA-R2B activ	SR-BI DiI-HDL act	DSG3 Ab inh	MITF TRPM1 HTS	SR-BI HDL uptake	NSD2 inh	PKA-R1A act	Arr AP2 block	dFosB act	Mot1-301 SUMO
13	COc1cccc(OCC(=O)N2CCCc3ccccc32)c1	0.2	6	x	x	24	x	-6	5	10	-9	-20
14	CCc1ccc(NC(=O)CSc2nc(O)cc(=O)n2C2CCCC2)cc1	-1.6	-4	-11	104	13	11	0	-13	-21	-1	-22
15	c1ccn2cc(-c3ccc4c(c3)OCO4)cc2c1	0.2	2	21	109	u	-21	-1	0	13	-9	391
16	COc1ccc(N2CC(C(=O)N(C)CC(=O)Nc3ccc(Cl)c(C(F)(F)F)c3)CC2=O)c(OC)c1 (stereo not drawn)	-0.9	-8	-13	103	3	13	0	-7	19	6	-3
17	CC(OC(=O)CCCSc1nc2ccccc2s1)C(=O)NC(N)=O (stereo not drawn)	0.1	4	37	109	-8	-37	-1	3	-7	-6	-8

(further entries)
No.	molecule	CDK5 p35 inh	PKA-R2B activ	SR-BI DiI-HDL act	DSG3 Ab inh	MITF TRPM1 HTS	SR-BI HDL uptake	NSD2 inh	PKA-R1A act	Arr AP2 block	dFosB act	Mot1-301 SUMO
21	COc1cc(C(=O)N/N=C/c2cn(Cc3cccc(F)c3)c3ccccc23)ccc1O	0.7	-3	-41	109	-7	41	-1	4	-5	-11	17
22	Cc1ccc(S(=O)(=O)N(C)C)cc1NC(=O)COC(=O)c1n[nH]c(=O)c2ccccc12	0.4	-6	22	113	-12	-22	-3	-15	25	-7	-11
23	c1ccc(-c2cn(-c3ccccc3)c3[n+]2CCCS3)cc1	-1.4	-14	2	114	x	-2	1	-8	-19	7	231
24	CCOc1cc(NC(=S)NCCCN(C)C)c(OCC)cc1NC(=O)c1cccs1	-1.1	-5	-6	111	-4	6	6	10	-5	-2	-1
25	COc1ccc(/C=N/N2CCOCC2)cc1COc1ccc(Cl)cc1	-1.0	-3	-43	99	-13	43	1	-6	5	-1	-4
26	CC(OC(=O)CN1C(=O)NC2(CCCC2)C1=O)c1ccc(F)cc1 (stereo not drawn)	0.2	0	20	x	-1	-20	x	7	49	-2	4
27	Cc1ccc(N(Cc2cc(=O)[nH]c3ccccc23)C(=O)C(C)C)c(C)c1	0.3	-2	-9	107	-23	9	2	-5	-10	5	-6
28	Cn1nnnc1SC(C(=O)Nc1cccc(C(F)(F)F)c1)c1ccccc1 (stereo not drawn)	-0.3	3	-10	104	4	10	-1	1	8	-21	3
29	CC(C)(C)OC(=O)NCCCC[C@H](NC(=O)c1nc[nH]c1C(=O)NCc1ccc(CNC(=O)OC(C)(C)C)cc1)C(=O)OC(C)(C)C	0.5	5	17	100	-5	-17	x	-1	-1	-19	2
30	Cc1nn(-c2ccccc2)c2c1C(c1ccc(O)c(O)c1)N1C(=N2)C(Nc2ccccc2)=Nc2ccccc21 (stereo not drawn)	1.7	-2	-17	95	1	17	0	-2	15	-8	18
31	COc1ccc(CNC(=O)/C=C/c2ccccc2[N+](=O)[O-])cc1	1.7	-8	-9	87	2	9	-1	13	-2	-5	-2
32	O=C(COC(=O)Cn1cnc2ccccc21)Nc1cccc([N+](=O)[O-])c1	0.1	-15	32	100	6	-32	3	-11	19	-4	3
33	O=S(=O)(c1ccccc1)c1cc(O)ccc1O	-1.4	-4	-12	109	-7	12	9	7	25	4	x
34	CNc1ccccc1C(=O)OCC(C)=O	-0.8	1	25	94	-2	-25	x	1	1	-10	6
35	COc1ccc(S(=O)(=O)N2CCN(C(=O)CCSc3ccccc3)CC2)cc1	-0.9	2	2	105	1	-2	0	6	28	-10	-13
36	COc1ccc(S(=O)(=O)N2CCCCC2)cc1NC(=O)CSc1ncccn1	-0.5	0	-36	105	10	36	11	-10	11	-7	5
37	Cc1nc2ccccn2c1C(=O)NNS(=O)(=O)c1ccc(Cl)cc1	-0.1	4	32	109	-10	-32	-5	-7	5	-12	12
38	O=C(NCCCc1ccccc1)C1CCN(S(=O)(=O)c2ccc(F)cc2)CC1	0.5	15	-2	106	-2	2	-1	17	45	-7	18
39	Cc1nc(N)nc(SCc2ccc([N+](=O)[O-])cc2)c1N	-0.7	-10	-9	95	-7	9	-1	-5	8	-3	-6
40	CCC(C)C(=O)Nc1ccc(S(=O)(=O)Nc2nccs2)cc1 (stereo not drawn)	1.1	4	-29	105	-7	29	12	-5	31	1	13
41	O=C(CCS(=O)(=O)c1ccc(Cl)cc1)Nc1ccccc1Br	-0.9	-6	12	100	3	-12	-1	-8	24	-7	8
42	Cc1cc(C)c(S(=O)(=O)NCCCn2ccnc2)cc1C	-0.9	1	6	110	x	-6	-1	10	2	-10	16
43	CCOc1ccccc1N(CC(=O)NCC1CCCO1)C(=O)CCC(=O)Nc1cc(C)on1 (stereo not drawn)	-1.4	1	13	x	-4	-13	-4	4	8	3	-20

Assay outcomes: PubChem BioAssay, several laboratories
